T cell modulator: T cell immune modulation candidate; AID 2052; calls only at 7 µM; 2C CD8+ T cell-vesicle binding, flow cytometry; active compounds read low; 330,000 tested, 0.068% active;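 active = response, share of CD8 T cells binding vesicles, and their 90th percentile fluorescence all below set limits, cut at about 80% in these data, passing the limit was not always enough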
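Benchmarks: naked versus QL9-loaded vesicles / Assay system: purified 2C TCR transgenic mouse naive CD8+ T cells / Technique: high-throughput flow cytometry with anti-B7-1 and anti-CD8 staining / Timing: Cell–vesicle co-incubation 1.5 h at 37 °C, staining 20 min on ice / Read-out: percent CD8+ FL2 mean versus row control / Probe or stimulus: QL9-loaded Drosophila micro-vesicles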
MT stabilizer: stabilizes microtubules in HeLa cells; HeLa tubulin immunostaining HCS, 24 h; share of cells brighter than vehicle mean+2SD; 200,000 tested, 0.83% active; % tubulin-high responders, % at 10 µM; AID 2205;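 active = plate Z-score above 3 for both tubulin-high and condensed-nucleus cell shares, with cell loss under 80%, at 10 µM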;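 note: anti alpha tubulin signal scored within the nucleus-defined area of each cell; some results filed as inactive read as strong as hits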
Hep lipid drop: hepatic lipid droplet formation modulation. AML12 mouse hepatocytes, oleate lipid droplets, BODIPY imaging. inhibition, % at 6.5 µM. 240,000 tested, 0.4% active. AID 1656;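 active = lipid droplet intensity inhibited by at least 50%, with more than 500 cells counted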
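Technique: fluorescence imaging, 20x objective, two fields per well / Assay system: AML12 hepatocytes (mouse) / Measure: % inhibition of lipid droplet signal / Doses: 6.5 µM single-point dosing / Incubation: overnight exposure / Reagent: 100 µM oleic acid challenge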
human PMI inhibition: MPI enzyme activity inhibition – biochemical, fluorescence intensity, coupled assay, primary screen (AID 1209) | inhibition, % at 20 µM; hits with a dose series show IC50 in µM | purified PMI enzyme, coupled fluorescence intensity; higher % means a stronger effect | 190,000 tested, 0.42% active; in the data active = inhibition above about 50%;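 note: plate controls were DMSO vehicle for no effect and wells lacking substrate for full effect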
Myeloid diff MLP: compounds promoting myeloid differentiation; ER-HoxA9 myeloid progenitors, lysozyme-GFP differentiation, flow cytometry; calls only at 10 µM; 360,000 tested, 1% active;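 active = normalized GFP-positive differentiation at or above the plate's own cutoff, the solvent-only control mean plus 3 SD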;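 note: cells exposed to compound for four days before flow analysis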
b-catenin transl: beta-catenin nuclear translocation modulation. HeLa beta-catenin nuclear translocation, immunofluorescence imaging. nuclear translocation activity, % at 5 µM. 190,000 tested, 0.3% active;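 active = nuclear translocation activity above 50% at 5 µM, with a well cell count of 50 or more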;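 note: per-cell ratio of nuclear to cytoplasmic median beta-catenin stain intensity; plate controls were DMSO negative control for no effect and GSK-3 inhibitor IX positive control for full effect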
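System: Human HeLa cells, endogenous beta-catenin | Compound dosing: 5 µM primary, 0.02–20 µM confirmation | Timing: 24 h compound exposure at 37°C, 5% CO2 | Measured by: Fluorescence imaging of beta-catenin antibody stain plus DAPI | Read-out basis: % activation of per-cell nuclear versus cytoplasmic median beta-catenin signal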
Dynein cargo inh: blocks dynein driven cargo transport along microtubules. 3617.4 mouse cells, GR-EGFP nuclear translocation imaging; test concentration mostly 20 µM; stimulated with dexamethasone, 1 µM; active compounds read low. z-score, hits read low. 220,000 tested, 0.47% active;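 active = plate z-score of nuclear minus cytoplasmic receptor signal below a set negative limit, without overly bright fluorescence or cell loss, cut at about -3.5 in these data, passing the limit was not always enough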;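 note: z-score of nuclear minus cytoplasmic ring GR-EGFP intensity difference per well; some compounds called inactive have numbers as strong as hits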
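medium = tetracycline-free induction medium containing charcoal-stripped FBS | probe or stimulus = dexamethasone, 1.0 µM final | timing = 48 h induction, then 1 h compound, then 30 min agonist, 37 °C | detection = automated 10x imaging of fixed Hoechst-stained cells | read-out basis = nuclear versus cytoplasmic GR-EGFP signal, averaged per well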
TNAP activators: human TNAP enzyme activators, primary screen, biochemical, luminescent, no phosphate acceptor, uHTS (AID 1001) | 200,000 tested, 0.03% active | purified TNAP, luminescent activation assay, no phosphate acceptor; higher activation fold means a stronger effect | activation fold at 20 µM; hits with a dose series show EC50 in µM; in the data active = activation fold from about 3, or a potency from the dose series; inactive = the rest, 99 in 100 with activation fold below about 1.6; note: many of its hits are not listed in these tables
Ins promoter up: MIN6 insulin promoter up-regulation | z-score at 5 µM | AID 1625 | 190,000 tested, 0.3% active | MIN6 insulin promoter-GFP reporter, high-content imaging; active compounds read high;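 active = z-score above 3 at 5 µM with at least 500 cells counted in the well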
Dynein cargo inh cytoplasmic EGFP: recorded beside Dynein cargo inh, whose call it bears; z-score; measured here: cytoplasmic GR-EGFP intensity; active compounds read high
Dynein cargo inh nuclear GR-EGFP: further read-out of Dynein cargo inh, marked with its call; z-score; measured here: nuclear GR-EGFP intensity;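 lower value marks the stronger effect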
Dynein cargo inh cell count: second read-out of Dynein cargo inh, no call of its own (marks repeat the call); z-score; measured here: cell count per field
Ins promoter up cell count: further read-out of Ins promoter up, marked with its call; cell count; measured here: cytotoxicity, nuclei count;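 total cells summed across four imaged fields per well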
Hep lipid drop cells 6.5 µM: further read-out of Hep lipid drop, marked with its call; cell count; measured here: cell count, cytotoxicity flag;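 cells counted across two imaged fields per well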
b-catenin transl cell count 5 µM: second read-out of b-catenin transl, no call of its own (marks repeat the call); cell count; measured here: cell count, cytotoxicity flag
T cell modulator vesicle-bound %: second read-out of T cell modulator, no call of its own (marks repeat the call); double positive events, %; measured here: CD8+ vesicle-bound cell fraction;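 binding gate set so that unloaded-vesicle control wells show 10% double positive cells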
MT stabilizer Hoechst-high %: also measured in MT stabilizer; calls as there; % Hoechst-high responders; measured here: nuclear condensation Hoechst responders;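 share of cells brighter than vehicle mean plus two SD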
MT stabilizer cytotoxicity %: also measured in MT stabilizer; calls as there; toxicity, %; measured here: cytotoxicity by cell density;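 0% = mean cell density of plate MIN control wells and 100% = no cells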
Myeloid diff MLP GFP+ MAC1+ %: recorded beside Myeloid diff MLP, whose call it bears; GFP+ MAC1+ double positive, %; measured here: differentiation confirmed by MAC1 staining
* marks the source's active call; other numbers are inactive results; i = inactive; . = no result given. Compounds were not picked by outcome; about 3% have a hit in one of these screens.

SMILES,Dynein cargo inh cell count,human PMI inhibition,Ins promoter up cell count,Dynein cargo inh cytoplasmic EGFP,Dynein cargo inh nuclear GR-EGFP,Myeloid diff MLP GFP+ MAC1+ %,MT stabilizer cytotoxicity %,Ins promoter up,MT stabilizer Hoechst-high %,b-catenin transl cell count 5 µM,Hep lipid drop cells 6.5 µM,MT stabilizer,Myeloid diff MLP,b-catenin transl,TNAP activators,T cell modulator,T cell modulator vesicle-bound %,Hep lipid drop,Dynein cargo inh
CC(C)c1ccc(CN(C(=O)/C=C/c2ccco2)C2CCS(=O)(=O)C2)cc1 (stereo not drawn),0.11,.,1432,-0.23,-0.3,0.3,.,0.21,.,1264,688,.,i,-0.1,.,i,48,2,-0.54
COc1ccc([N+](=O)[O-])cc1CSc1nnc(NC(C)=O)s1,0.54,-22%,.,-0.15,-0.28,.,5.1,.,1.5,1010,706,0.9,.,1.1,1,i,48,-3,-0.7
Cc1nnc(N(C)C(=O)c2cnccn2)s1,0.62,6%,1575,-0.38,-0.1,1.6,4.3,0.39,1.5,1101,740,2.2,i,-2.5,1.1,i,50,7,-0.62
COC(=O)c1nn(-c2c(C)n(C)n(-c3ccccc3)c2=O)cc1O,0.21,7%,1047,-0.21,-0.05,7.0,10,-1.1,2.0,1109,.,2.3,i,0.0,1.2,i,42,.,-0.45
Cc1ccc(C(=O)NC(=S)NCC(=O)c2ccccc2)cc1,0.35,6%,1274,-0.22,1,0.6,9.0,0.88,1.6,1438,.,1.8,i,-0.2,1,i,48,.,0.83
Cc1ccc(-c2nnc(C)c(N3CCOCC3)n2)cc1,-0.17,12%,1524,0.64,0.099,0.6,9.3,1.9,1.6,1430,.,0.6,i,-1.7,1,i,28,.,0.51
CCN(CC)c1ccc([C@H]2[C@@H]3CCCC[C@]3(O)CCN2CC(=O)NCc2ccco2)cc1,-0.11,.,981,-0.74,-0.78,0.8,.,-0.99,.,1358,691,.,i,-0.1,.,i,24,5,-1
COc1ccc(N2CCN(C(=O)c3ccc(NS(=O)(=O)c4cccc(F)c4)cc3)CC2)cc1,-0.36,22%,1286,-0.22,0.095,15,3.1,1.2,1.4,903,756,1.8,i,1.1,1,i,43,-2,0.048
O=C(Nc1cc(=O)[nH]c2ncnn12)c1ccco1,-1.1,.,.,-0.18,1.5,0.2,.,.,.,1321,640,.,i,-0.9,.,i,47,10,1.9
Cc1cc2c(cc(C(=O)OCC(=O)NCc3ccco3)n2C)s1,0.13,2%,1457,-0.23,-0.36,0.6,38*,0.89,32*,778,.,51*,i,44,1.1,i,24,.,0.5
CCOCCCNC(=O)C1CCN(C(=O)N(C)C)CC1,0.71,-6%,1344,-0.24,0.4,0.5,17,1.1,2.4,.,786,3.9,i,.,1.1,i,20,2,0.46
Cc1[nH]n(-c2cccc3ccccc23)c(=O)c1C=Nc1ccc2[nH]c(=O)[nH]c2c1,-1.3,15%,1266,0.09,1.1,1.2,2.6,0.66,1.1,1178,756,1.8,i,0.9,1.1,i,43,-8,1.6

Sorted by the number under human PMI inhibition (falling): 3 of the compounds above.
SMILES | human PMI inhibition
COC(=O)c1nn(-c2c(C)n(C)n(-c3ccccc3)c2=O)cc1O | 7%
Cc1nnc(N(C)C(=O)c2cnccn2)s1 | 6%
Cc1cc2c(cc(C(=O)OCC(=O)NCc3ccco3)n2C)s1 | 2%

Other results:
SMILES,Dynein cargo inh cell count,human PMI inhibition,Ins promoter up cell count,Dynein cargo inh cytoplasmic EGFP,Dynein cargo inh nuclear GR-EGFP,Myeloid diff MLP GFP+ MAC1+ %,MT stabilizer cytotoxicity %,Ins promoter up,MT stabilizer Hoechst-high %,b-catenin transl cell count 5 µM,Hep lipid drop cells 6.5 µM,MT stabilizer,Myeloid diff MLP,b-catenin transl,TNAP activators,T cell modulator,T cell modulator vesicle-bound %,Hep lipid drop,Dynein cargo inh
Cc1nnc(SCC(=O)NC2CCCCC2C)s1 (stereo not drawn),0.25,12%,1512,-0.16,0.4,0.5,4.6,1.2,2.0,987,732,1.7,i,0.1,1,i,49,-8,-0.19
COc1ccccc1/C=C/C=N/N1CCN(c2ccccn2)CC1,-2,20%,1672,-0.2,2.4,0.5,4.2,-0.13,1.3,1398,.,2.1,i,0.0,1.2,i,39,.,4.1
O=C(NCc1ccco1)c1cc(-c2cccnc2)nc2ccccc12,-0.059,4%,1866,-0.2,0.9,4.8,5.6,0.28,1.2,1092,640,4.4,i,0.6,1.1,i,8,-23,1.2
CCCCOC(=O)Nc1nc2ccc(OC)cc2s1,-0.28,8%,1236,-0.23,-0.17,3.5,2.0,2.2,1.8,.,764,2.4,i,.,1.1,i,20,0,-0.49
CCCc1nn(C)c(C(=O)Nc2ccc(C(C)(C)C)cc2)c1Cl,0.14,9%,1341,-0.13,-0.012,0.7,4.8,0.41,3.3,494,684,2.5,i,1.5,1.1,i,2,-17,0.075
Cc1c(C(N)=O)sc2ncn(CC(=O)OC(C)C)c(=O)c12,-0.85,12%,1537,-0.25,-0.13,1.3,3.1,1.3,1.4,1443,.,2.8,i,-2.7,1,i,6,.,1
C/C(=N\NC(=O)c1ccc(O)cc1)c1ccc(N2CCOCC2)cc1,-0.57,0%,1248,0.22,0.28,0.2,5.8,-0.34,1.2,1039,677,3.9,i,1.8,1.1,i,47,-2,0.082
NC(=O)C1CCN(C(=O)CN2CCN(c3cccc(C(F)(F)F)c3)CC2)CC1,-0.012,0%,1350,-0.32,-1,1.1,5.5,-0.7,3.4,977,.,4.9,i,-6.8,1.2,i,7,.,-0.86
CCc1cc2c3c(c(=O)oc2cc1OC)CCCC3,0.75,15%,1220,-0.3,-0.083,0.8,4.4,-0.36,1.0,.,738,0.6,i,.,1.1,i,39,17,-0.57
CC(C)NCCCCOc1cccc(Br)c1,0.76,4%,1446,-0.14,-0.74,0.4,8.7,-0.22,3.0,944,699,4.5,i,-0.3,1.2,i,46,15,-0.66
CCOC(=O)c1c(C)oc2c1c(C(c1cccnc1)N1CCN(C)CC1)c(O)c1ccccc12 (stereo not drawn),.,35%,1088,.,.,.,.,0.16,.,1063,749,.,.,-3.5,1,.,.,9,.
COc1ccc(/C=N/NC(=O)C2COc3ccccc3O2)cc1OC (stereo not drawn),-2.1,8%,.,-0.046,0.91,0.4,0.4,.,2.1,1582,698,2.5,i,1.6,1.1,i,30,-3,1.5
COc1ccc(C(F)(F)F)cc1NC(=O)c1nc2nc(C)cc(C(F)F)n2n1,1,15%,1268,-0.25,-0.54,1.3,6.9,-0.78,2.2,.,783,2.2,i,.,1,i,58,-6,-0.28
O=C(COC(=O)c1cccc2ccccc12)NCCCc1ccccc1,1.5,17%,1423,-0.27,-0.87,0.4,3.3,-0.35,2.8,1036,544,3.7,i,-1.0,1,i,51,-3,-0.94
CCOC(=O)c1ccc(-c2n[nH]c(=O)c3ccccc23)cc1,0.21,10%,1568,-0.48,-0.11,1.1,6.2,0.45,2.7,950,.,2.4,i,-5.2,1.1,i,10,.,0.086
Cc1c(Cl)cccc1NC(=O)C1CCCCC1,0.84,10%,1518,-0.3,-0.19,.,12,-0.02,1.7,1094,710,2.5,.,0.1,1.1,i,47,11,-0.63
COC(=O)CSc1ccc2nnc(-c3ccc(F)cc3)n2n1,-0.44,15%,.,-0.2,0.38,1.1,6.2,.,2.9,.,.,3.2,i,.,1,i,30,.,0.081
COc1ccc(CCN(C)C(=O)/C=C/c2c(Cl)nc3ccccn23)cc1OC,-0.38,18%,1214,-0.25,1,0.1,11,-0.42,4.2,1106,719,0.1,i,-0.2,1,i,17,-16,2
Cc1c(C(=O)N2CCN(c3ccccn3)CC2)oc2ccccc12,0.54,10%,961,-0.059,0.077,0.5,27,0.73,1.9,953,592,3.0,i,1.3,1,i,40,-43,0.14
O=C(NCc1ccccn1)c1nc(-c2cccs2)no1,-0.2,-1%,1567,-0.19,0.26,0.6,8.0,0.66,1.8,1080,707,2.9,i,-3.9,1.4,i,63,4,0.11
COc1cc(OC)c([N+](=O)[O-])cc1/C=N/NC(=O)c1ccncc1,0.91,-4%,1239,-0.34,-0.69,0.5,7.2,-0.09,1.8,1056,697,5.9,i,1.8,1,i,11,-11,-0.99
CCCCCc1nnc(NC(=O)C(=O)OCC)s1,0.69,-18%,1545,-0.25,-0.16,6.4,2.2,-0.32,1.7,1413,.,3.0,i,-0.6,1,i,9,.,-0.44
COc1ccccc1N1CCN(S(=O)(=O)c2ccc(Br)s2)CC1,-0.32,-21%,949,0.3,0.7,3.1,2.9,-0.02,2.4,.,768,4.0,i,.,1,i,37,6,1.1
O=C1CN(S(=O)(=O)c2ccccc2C(F)(F)F)CCN1,-0.069,-4%,1270,1.2,-0.46,0.7,5.4,0.55,3.2,1076,682,2.5,i,-0.5,1.1,i,48,6,-0.45
COc1ccc(N)c2c1OCCC2=O,-0.67,17%,1270,1.6,0.64,0.4,0.6,0.68,1.8,.,595,2.2,i,.,1,i,9,-29,0.89

Screens as filed in PubChem BioAssay.
